High-throughput results from PubChem.
EPAC1 ag – activates human EPAC1 exchange factor | AID 720707 | Potency, µM (highest dose often 154 µM), for the others: top-dose activation, actives largely listed as activators | EPAC1 agonist qHTS, biochemical assay; response scale: 100% = response to 6.5 mM cAMP | actives 0.073% (n = 360,000); further: nearly all actives have a fitted effect of over 60% in size
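Nucleotide exchange assay: 100 nM EPAC1 with 250 nM Rap1B loaded with BODIPY-GDP and 50 uM GDP, room temperature. Fluorescence (480/540 nm) read every 5 min for 30 min; signal change normalized to 6.5 mM cAMP as full agonist.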
EPAC2 antag – antagonists of human EPAC2; EPAC2 GEF exchange of Rap1B-BODIPY-GDP, fluorescence; Q8WZA2; Potency, µM (highest dose often 114 µM), without a hit: at the top dose activity, negative = inhibition, usual class: inhibitors; AID 720708; actives 0.18% (n = 360,000); further: on the % scale 0 is the no-effect control and ±100 the full control effect; nearly all actives have a fitted effect of over 45% in size; many of its hits are not listed in these tables
TDP43 rescue – TDP-43 toxicity inhibition in yeast; TDP-43 expressing yeast growth rescue, BacTiter-Glo, 24 h; Potency, µM (series often up to 46.1 µM), without a hit: at the top dose growth rescue (activation), actives largely listed as activators; actives 1.8% (n = 410,000); AID 652104; further: % of control where 0% means no effect; nearly all actives have a fitted effect of over 50% in size
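Yeast cells expressing TDP-43 under galactose induction are exposed to compounds for 24 hr at 30 deg C. BacTiter-Glo luminescence measures growth, so protective compounds score as activators.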
PTHR1 agonist – agonists of human PTHR1 parathyroid hormone receptor | Q03431 | actives 0.075% (n = 410,000) | HEK293 GP2 PTHR1 cells, GloSensor cAMP luminescence, 1 h | AID 743266 | Potency, µM (titrated, usually from 115 µM), for the others: top-dose activation, hits mostly activators; further: nearly all actives have a fitted effect of over 55% in size; some results filed as inactive show a strong effect at the top dose; inactives centre near -15; many of its hits are not listed in these tables
Target sequence (Q03431 whole entry, looked up): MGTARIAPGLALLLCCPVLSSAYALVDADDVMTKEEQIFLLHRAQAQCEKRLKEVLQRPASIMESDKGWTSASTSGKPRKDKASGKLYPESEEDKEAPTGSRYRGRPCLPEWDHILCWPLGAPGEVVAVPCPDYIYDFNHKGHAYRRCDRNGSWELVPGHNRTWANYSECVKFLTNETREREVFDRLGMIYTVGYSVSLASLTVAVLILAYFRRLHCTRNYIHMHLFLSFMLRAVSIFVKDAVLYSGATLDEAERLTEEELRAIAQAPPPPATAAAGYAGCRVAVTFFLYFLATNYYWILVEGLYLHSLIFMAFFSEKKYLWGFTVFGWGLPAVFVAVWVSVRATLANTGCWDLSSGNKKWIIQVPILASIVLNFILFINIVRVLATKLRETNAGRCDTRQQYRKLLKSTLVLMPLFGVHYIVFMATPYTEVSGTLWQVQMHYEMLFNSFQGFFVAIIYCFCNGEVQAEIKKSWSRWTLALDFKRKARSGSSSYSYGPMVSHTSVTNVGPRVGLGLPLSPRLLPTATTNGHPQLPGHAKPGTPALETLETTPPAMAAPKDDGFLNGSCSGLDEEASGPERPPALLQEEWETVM
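HEK-293-derived GP2 cells expressing PTHR1 and a GloSensor cAMP reporter, 3,000/well, plated overnight, given luciferin plus IBMX (each 0.5 mM as added) for 1 h at 37 °C, then compound for 1 h at 37 °C. Luminescence was read after 15 min at room temperature.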
EPAC1 antagonist – blocks human EPAC1 exchange factor; O95398; EPAC1 GEF assay, Rap1b-BODIPY-GDP exchange fluorescence; Potency, µM (highest dose often 115 µM), without a hit: top-dose activity change, negative = inhibition, usual class: inhibitors; actives 0.14% (n = 360,000); AID 720709;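 further: plate controls were vehicle for no effect and positive control for full effect; nearly all actives have a fitted effect of over 50% in size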
aSyn rescue – inhibitors of alpha-synuclein toxicity in yeast; Yeast expressing alpha-synuclein, growth rescue, BacTiter-Glo, 24 h; Potency, µM (top dose mostly 46.1 µM), without a hit: top-dose growth rescue (activation), actives largely listed as activators; actives 0.14% (n = 370,000); further: % of control where 0% means no effect; nearly all actives have a fitted effect of over 65% in size
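Readout is rescue of growth in alpha-synuclein-expressing yeast, so inhibitors of toxicity appear as activators. Growth after 24 hr at 30 deg C in galactose medium is quantified by luminescence.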
FUS suppressor – rescues growth of FUS-expressing yeast; Potency, µM (top dose mostly 76.6 µM), for inactives: at the top dose growth rescue (activation), hits mostly activators; S. cerevisiae FUS-expressing, growth rescue, OD600, 24 h; actives 0.24% (n = 390,000);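 further: plate controls were DMSO vehicle for no effect and reference control for full effect; nearly all actives have a fitted effect of over 55% in size; some results filed as inactive show a strong effect at the top dose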
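Absorbance at 600 nm, taken 24hr after compound addition, measured rescue of FUS-yeast growth at 30C. Induction used 2% galactose with seeding at OD 0.005. Controls: CP55940 from 92uM final, DMSO only.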
EPAC2 agonist – EPAC2 (human) agonism. Q8WZA2. actives 0.079% (n = 360,000). Potency, µM (highest dose often 154 µM), without a hit: top-dose activation, hits mostly activators. EPAC2 activation, biochemical qHTS; response scale: 100% = 6.5 mM cAMP response; further: nearly all actives have a fitted effect of over 50% in size
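Guanine nucleotide exchange by EPAC2 is measured as reduced fluorescence of BODIPY-GDP once it is released from 250 nM Rap1B. Plates are read kinetically for 30 min at room temperature; results are scaled to 6.5 mM cAMP.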
* hit, by the source's call; [ ] = another dose, or the depositor's remark. The call rests on the fitted dose curve; in most records, active means well fitted curve in the direction sought with a large enough effect; inconclusive means small, poorly fitted or top-dose-only effect, or another doubt; inactive means no such curve, though single readings can be large; an effect the other way counts as inactive or inconclusive. Potency means the concentration at half of the fitted maximal effect. Not all compounds are listed (hit frequency here may not be typical).

What do the screens show for `CC1CCN(CCOc2cc(Cl)ccc2Cl)CC1`?
EPAC1 ag: 6%; EPAC2 antag: 8%; TDP43 rescue: -36%[inhibitor]; PTHR1 agonist: inactive; EPAC1 antagonist: 8%; aSyn rescue: 1%; FUS suppressor: 35%; EPAC2 agonist: 5%

How did CCc1ccccc1NC(=O)CC1S/C(=N\c2nccs2)N(CC)C1=O (centres undefined) do in these assays?
EPAC1 ag: 6%; EPAC2 antag: -5%; TDP43 rescue: 21%; PTHR1 agonist: -10%[57.5 µM]; EPAC1 antagonist: -10%; aSyn rescue: 9%; FUS suppressor: 31%; EPAC2 agonist: 7%

How did O=C(NCC1OCCCN1S(=O)(=O)c1cc(F)ccc1F)C(=O)NC1CCCCCC1 (centres undefined) do in these assays?
EPAC1 ag: 11%; EPAC2 antag: -2%[57.1 µM]; TDP43 rescue: -13%; PTHR1 agonist: -38%; EPAC1 antagonist: 4%; aSyn rescue: -1%; FUS suppressor: 3%; EPAC2 agonist: 20%

How did COCCNC(=O)C1CCCN(C(=O)c2cncc(Br)c2)CC1 (centres undefined) do in these assays?
EPAC1 ag: 3%; EPAC2 antag: 0%; TDP43 rescue: -4%; PTHR1 agonist: 0%; EPAC1 antagonist: 32%[activator]; aSyn rescue: -4%; FUS suppressor: -16%; EPAC2 agonist: 6%

How did CC(=O)Nc1cc(-c2ccc(Cl)cc2)nn1-c1ccccc1 do in these assays?
EPAC1 ag: 0%; EPAC2 antag: 4%; TDP43 rescue: -8%; PTHR1 agonist: -4%[57.5 µM]; EPAC1 antagonist: -3%; aSyn rescue: -1%; FUS suppressor: 1%; EPAC2 agonist: 0%

How did O=C1C2CCCN2C(c2cccc(F)c2)N1c1cccc(Cl)c1 (centres undefined) do in these assays?
EPAC1 ag: 3%; EPAC2 antag: -10%; TDP43 rescue: 10%; PTHR1 agonist: -23%; EPAC1 antagonist: 2%; aSyn rescue: 2%; FUS suppressor: -20%; EPAC2 agonist: 2%

Results for COc1ccc(NC(=O)c2nc3nccc(C)n3n2)cn1 ?
EPAC1 ag: 6%; EPAC2 antag: 1%; TDP43 rescue: 5%; PTHR1 agonist: -8%; EPAC1 antagonist: 4%; aSyn rescue: -6%; FUS suppressor: -10%; EPAC2 agonist: -5%

Results for O=C1C2CCCN2C(=O)N1CCN1CCN(c2ccccc2)CC1 (centres undefined) ?
EPAC1 ag: 1%; EPAC2 antag: 3%; TDP43 rescue: 17%; PTHR1 agonist: inactive; EPAC1 antagonist: 3%; aSyn rescue: -2%; EPAC2 agonist: -1%

What do the screens show for `CCOc1ccccc1CN1CCN(Cc2csc(C(C)=O)c2)CC1CCO` (centres undefined)?
EPAC1 ag: 5%; EPAC2 antag: 1%; TDP43 rescue: -23%; PTHR1 agonist: inactive; EPAC1 antagonist: 8%; aSyn rescue: 1%; FUS suppressor: 1%; EPAC2 agonist: 1%

What do the screens show for `COc1ccc(C(CNC(=O)/C=C/c2c(Cl)nc3ccccn23)N(C)C)cc1` (centres undefined)?
EPAC1 ag: 9%; EPAC2 antag: 4%; TDP43 rescue: 2%; PTHR1 agonist: inactive; EPAC1 antagonist: 1%; aSyn rescue: 2%; FUS suppressor: 14%; EPAC2 agonist: 4%

How did COC(=O)c1c(C)[nH]c(C(=O)OC(C)C(=O)N2CCOCC2)c1C (centres undefined) do in these assays?
EPAC1 ag: -38%[inhibitor]; EPAC2 antag: -1%; TDP43 rescue: -8%; PTHR1 agonist: inactive; EPAC1 antagonist: 2%; aSyn rescue: 1%; FUS suppressor: -2%; EPAC2 agonist: 3%

What do the screens show for `CCOC(=O)N1CCN(C(=O)c2cc(-c3ccncc3)nc3ccccc23)CC1`?
EPAC1 ag: 8%; EPAC2 antag: -1%; TDP43 rescue: 1%; PTHR1 agonist: inactive; EPAC1 antagonist: -15%; aSyn rescue: 3%; FUS suppressor: -2%; EPAC2 agonist: -5%

What do the screens show for `COc1cnc(-c2ccccn2)nc1Sc1c(Cl)cccc1Cl`?
EPAC1 ag: 14%; EPAC2 antag: -4%; TDP43 rescue: 6%; PTHR1 agonist: inactive; EPAC1 antagonist: -2%; aSyn rescue: -1%; FUS suppressor: 19%; EPAC2 agonist: 8%

What do the screens show for `CCNc1nc(Oc2ccc(Cl)cc2Cl)cc(C(F)(F)F)n1`?
EPAC1 ag: 10%; EPAC2 antag: -23%; TDP43 rescue: 9%; PTHR1 agonist: -22%; EPAC1 antagonist: -2%; FUS suppressor: -10%; EPAC2 agonist: -1%

How did Cc1ccccc1-c1nc(CN2CCC(C(=O)NCCCN3CCOCC3)CC2)c(C)o1 do in these assays?
EPAC1 ag: 18%; EPAC2 antag: -6%; TDP43 rescue: 17%; PTHR1 agonist: inactive; EPAC1 antagonist: -15%; aSyn rescue: 1%; FUS suppressor: 20%; EPAC2 agonist: -2%

What do the screens show for `COc1cccc(C2=CC(c3cc(OC)ccc3OC)n3nnnc3N2)c1` (centres undefined)?
EPAC1 ag: 20%; EPAC2 antag: 2%; TDP43 rescue: -6%; PTHR1 agonist: -11%[57.5 µM]; EPAC1 antagonist: 1%; aSyn rescue: -3%; FUS suppressor: -10%; EPAC2 agonist: 0%[15.6 µM]

Results for Cc1ccccc1N1CC(C(=O)Nc2ccc(S(=O)(=O)N3CCCC3)cc2)CC1=O (centres undefined) ?
EPAC1 ag: 2%; EPAC2 antag: 9%; TDP43 rescue: -2%; PTHR1 agonist: inactive; EPAC1 antagonist: 5%; aSyn rescue: 1%; FUS suppressor: 19%; EPAC2 agonist: 5%

What do the screens show for `Cc1ccc(S(=O)(=O)N2CCC(C(=O)NCC3CCCCC3)CC2)cc1`?
EPAC1 ag: 2%; EPAC2 antag: 0%; TDP43 rescue: 12%; PTHR1 agonist: -26%; EPAC1 antagonist: -15%; aSyn rescue: 14%; FUS suppressor: 16%; EPAC2 agonist: 11%

What do the screens show for `CC(=O)C1=C(O)C(=O)N(CCN(C)C)C1c1ccc(Cl)cc1` (centres undefined)?
EPAC1 ag: -1%; EPAC2 antag: 5%; TDP43 rescue: 20%; PTHR1 agonist: inactive; EPAC1 antagonist: 1%; aSyn rescue: 2%; FUS suppressor: 11%; EPAC2 agonist: -2%

How did Cc1ccc(C(=O)NCC(=O)Nc2ccccc2C)o1 do in these assays?
EPAC1 ag: 11%; EPAC2 antag: -3%; TDP43 rescue: 6%; PTHR1 agonist: inactive; EPAC1 antagonist: 12%; aSyn rescue: 1%; FUS suppressor: -10%; EPAC2 agonist: 12%

How did CC1(C(=O)NS(=O)(=O)c2ccc(Br)cc2)CCN1C(=O)Cc1ccsc1 (centres undefined) do in these assays?
EPAC1 ag: -11%; EPAC2 antag: 19%; TDP43 rescue: 22%; PTHR1 agonist: inactive; EPAC1 antagonist: 4%; aSyn rescue: 2%; FUS suppressor: -6%; EPAC2 agonist: 2%

How did C=CCOc1ccc(/C(O)=C2\C(=O)C(=O)N(CCN(C)C)C2c2cccs2)cc1 (centres undefined) do in these assays?
EPAC1 ag: 4%; EPAC2 antag: -4%; TDP43 rescue: inconclusive; PTHR1 agonist: inactive; EPAC1 antagonist: -1%; aSyn rescue: -2%; FUS suppressor: 12%; EPAC2 agonist: 6%

What do the screens show for `CC(C(=O)NC1C=CS(=O)(=O)C1)N1C(=O)/C(=C/c2ccc(Cl)cc2)SC1=S` (centres undefined)?
EPAC1 ag: 8%; EPAC2 antag: -7%; TDP43 rescue: 14%; PTHR1 agonist: -31%[inhibitor]; EPAC1 antagonist: inconclusive; aSyn rescue: -5%; FUS suppressor: inconclusive; EPAC2 agonist: 12%

What do the screens show for `COc1ccc(CCNc2cc(C)[nH]c(=O)c2)cc1OC`?
EPAC1 ag: 0%; EPAC2 antag: 3%; TDP43 rescue: -6%; PTHR1 agonist: 3%; EPAC1 antagonist: 2%; aSyn rescue: 7%; FUS suppressor: 2%; EPAC2 agonist: -5%

Results for COc1c(C)cc(C(=O)C2CCCN(C(=O)c3csc(C)n3)C2)cc1C (centres undefined) ?
EPAC1 ag: 0%; EPAC2 antag: 2%; TDP43 rescue: 14%; PTHR1 agonist: -7%; EPAC1 antagonist: 10%; aSyn rescue: 3%; FUS suppressor: 5%; EPAC2 agonist: 0%

What do the screens show for `Cc1noc(NS(=O)(=O)c2ccc(NC(=O)c3ccc(Cl)c(S(=O)(=O)N(C)c4ccccc4)c3)cc2)c1C`?
EPAC1 ag: -5%; EPAC2 antag: -11%; TDP43 rescue: 14%; PTHR1 agonist: inactive; EPAC1 antagonist: -15%; aSyn rescue: 3%; FUS suppressor: 11%; EPAC2 agonist: -10%

How did Cn1c(=O)c2[nH]c(C3CC4CCC3C4)nc2n(C)c1=O (centres undefined) do in these assays?
EPAC1 ag: 10%; EPAC2 antag: -7%; TDP43 rescue: 12%; PTHR1 agonist: -17%; EPAC1 antagonist: -6%; aSyn rescue: -2%; EPAC2 agonist: 2%

What do the screens show for `Nc1nc2ccccc2n1CCN1CCCC1`?
EPAC1 ag: 2%; EPAC2 antag: 1%; TDP43 rescue: -14%; PTHR1 agonist: inactive; EPAC1 antagonist: 4%; aSyn rescue: 2%; FUS suppressor: 7%; EPAC2 agonist: 7%

Results for N#Cc1cccc(C(=O)OCC(=O)NC(=O)NC2CCCCC2)c1 ?
EPAC1 ag: 8%; EPAC2 antag: -8%; TDP43 rescue: 5%; PTHR1 agonist: -4%; EPAC1 antagonist: -24%; aSyn rescue: 4%; FUS suppressor: 12%; EPAC2 agonist: 19%

Compounds from the list above that have an NH in an aromatic ring:
How did COC(=O)c1c(C)[nH]c(C(=O)OC(C)C(=O)N2CCOCC2)c1C (centres undefined) do in these assays?
EPAC1 ag: -38%[inhibitor]; EPAC2 antag: -1%; TDP43 rescue: -8%; PTHR1 agonist: inactive; EPAC1 antagonist: 2%; aSyn rescue: 1%; FUS suppressor: -2%; EPAC2 agonist: 3%

What do the screens show for `COc1ccc(CCNc2cc(C)[nH]c(=O)c2)cc1OC`?
EPAC1 ag: 0%; EPAC2 antag: 3%; TDP43 rescue: -6%; PTHR1 agonist: 3%; EPAC1 antagonist: 2%; aSyn rescue: 7%; FUS suppressor: 2%; EPAC2 agonist: -5%

How did Cn1c(=O)c2[nH]c(C3CC4CCC3C4)nc2n(C)c1=O (centres undefined) do in these assays?
EPAC1 ag: 10%; EPAC2 antag: -7%; TDP43 rescue: 12%; PTHR1 agonist: -17%; EPAC1 antagonist: -6%; aSyn rescue: -2%; EPAC2 agonist: 2%
